Bioassay records: PubChem, National Center for Advancing Translational Sciences (NCATS)
ALDH1A1 block – qHTS Assay for Inhibitors of Aldehyde Dehydrogenase 1 (ALDH1A1). Aldehyde dehydrogenase 1A1 (Homo sapiens), P00352. Purified ALDH1A1, NADH fluorescence, propionaldehyde substrate. Potency, µM (series often up to 75.3 µM), for inactives: at the top dose activity, negative = inhibition, actives largely listed as inhibitors. actives 7.3% (n = 220,000). AID 1030, 2008; active = well fitted inhibition curve with a large enough effect, not every such curve was filed as active; inconclusive = small, poorly fitted or top-dose-only effect, or another doubt; inactive = no such curve, though single readings can be large or run the other way;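 also: plate controls were no enzyme wells and a reference inhibitor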
KDM4E inh – qHTS Assay for Inhibitors of Human Jumonji Domain Containing 2E (JMJD2E); AID 2147, 2009; JMJD2E catalytic domain, FDH-coupled NADH fluorescence (FDH is formaldehyde dehydrogenase); Potency, µM (top dose mostly 57.1 µM), without a hit: top-dose activity change, negative = inhibition, hits mostly inhibitors; actives 1.6% (n = 230,000); Lysine-specific demethylase 4E (Homo sapiens), B2RXH2; active = well fitted inhibition curve with a large enough effect, not every such curve was filed as active; inconclusive = small, poorly fitted or top-dose-only effect, or another doubt; inactive = no such curve, though single readings can be large or run the other way;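 also: 0% = wells with enzyme and -100% = buffer wells without enzyme; nearly all actives have a fitted effect of over 50% in size; many of its hits are not listed in these tables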
Target sequence (B2RXH2 1-337 limits assumed): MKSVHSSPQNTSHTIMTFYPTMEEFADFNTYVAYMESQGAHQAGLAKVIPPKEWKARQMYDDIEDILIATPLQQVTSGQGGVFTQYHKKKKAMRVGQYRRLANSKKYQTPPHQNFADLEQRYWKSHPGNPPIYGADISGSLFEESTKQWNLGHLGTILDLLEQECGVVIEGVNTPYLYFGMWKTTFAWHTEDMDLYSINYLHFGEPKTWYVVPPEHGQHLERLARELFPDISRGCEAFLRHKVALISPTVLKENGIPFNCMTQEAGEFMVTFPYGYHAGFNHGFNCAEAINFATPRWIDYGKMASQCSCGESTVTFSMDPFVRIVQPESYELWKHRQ
RECQ1 inh – qHTS Assay for Inhibitors of RecQ-Like Dna Helicase 1 (RECQ1). Potency, µM (highest dose often 57.3 µM), inactives show top-dose activity, negative = inhibition, usual class: inhibitors. ATP-dependent DNA helicase Q1 (Homo sapiens), P46063. actives 0.54% (n = 240,000). RECQ1 DNA unwinding, red fluorescence kinetic read;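 also: plate controls were vehicle for no effect and no enzyme for full effect; nearly all actives have a fitted effect of over 30% in size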
Target sequence (P46063 whole entry, looked up): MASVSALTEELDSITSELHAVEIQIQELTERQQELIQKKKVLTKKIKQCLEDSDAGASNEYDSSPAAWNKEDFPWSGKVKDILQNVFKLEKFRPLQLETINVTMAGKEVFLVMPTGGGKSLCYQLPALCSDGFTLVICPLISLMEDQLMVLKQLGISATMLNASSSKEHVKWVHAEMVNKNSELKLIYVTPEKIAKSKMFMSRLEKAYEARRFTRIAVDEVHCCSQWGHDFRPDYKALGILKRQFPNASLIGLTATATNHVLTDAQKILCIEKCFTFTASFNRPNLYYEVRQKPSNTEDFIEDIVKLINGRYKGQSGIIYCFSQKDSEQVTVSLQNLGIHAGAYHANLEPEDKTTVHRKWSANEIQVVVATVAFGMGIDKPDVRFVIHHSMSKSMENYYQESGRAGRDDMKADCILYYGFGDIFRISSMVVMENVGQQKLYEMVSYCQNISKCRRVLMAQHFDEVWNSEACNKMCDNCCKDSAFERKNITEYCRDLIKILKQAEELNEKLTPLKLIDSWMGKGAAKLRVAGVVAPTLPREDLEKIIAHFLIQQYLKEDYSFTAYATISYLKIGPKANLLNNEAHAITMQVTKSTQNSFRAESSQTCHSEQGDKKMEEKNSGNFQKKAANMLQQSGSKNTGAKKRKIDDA
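RECQ1T1 50 nM; forked duplex (20 bp + 30-nt ss tails) 200 nM, ATP 2 mM final; pH 8.0, 2 mM MgCl2, 2.5 ug/ml poly(dI-dC); 15 min compound preincubation; discontinuous kinetic read over 2 h at RT.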
SMN2 splice up – qHTS Assay for Enhancers of SMN2 Splice Variant Expression; HEK293 SMN2-luciferase splicing reporter, luminescence, 30-36 h; Potency, µM (top dose mostly 46.1 µM), for the others: at the highest dose activity change, positive = activation, actives largely listed as activators; actives 2.8% (n = 210,000); also: % of control where 0% means no effect; nearly all actives have a fitted effect of over 55% in size
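HEK293 cells carry an SMN2 […]–luciferase reporter in which exon 7 inclusion puts luciferase in frame. Cells were plated 10-12 h before compound addition, then incubated 30-36 h at 37C. ONE-Glo luminescence was read; sodium butyrate at 4.5 mM final served as control.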
L3MBTL1 inh – qHTS Assay for the Inhibitors of L3MBTL1; Lethal(3)malignant brain tumor-like protein 1 (Homo sapiens), Q9Y468; AlphaScreen L3MBTL1–H3K9me1 peptide binding; Potency, µM (highest dose often 57.1 µM), for the others: top-dose activity, negative = inhibition, usual class: inhibitors; actives 0.66% (n = 230,000); AID 485360, 2010; also: % is scaled to controls: 0 for no effect and ±100 for the full control effect; nearly all actives have a fitted effect of over 60% in size
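AlphaScreen assay: L3MBTL1 (50 nM final) was preincubated 30 min at room temperature with biotinylated H3(1-15)K9me1 peptide (75 nM final), then 30 min with library compounds; streptavidin donor and nickel chelate acceptor beads (10 ug/mL final) added, 30 min dark.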
Tau ThT inhib – qHTS for Inhibitors of Tau Fibril Formation, Thioflavin T Binding; Microtubule-associated protein tau (Homo sapiens), P10636; recombinant tau K18 P301L, heparin-induced fibrillization, ThT fluorescence; Potency, µM (top dose mostly 57.4 µM), inactives show top-dose activity, negative = inhibition, hits mostly inhibitors; actives 2.1% (n = 270,000); AID 1460, 2008; also: % is scaled to controls: 0 for no effect and ±100 for the full control effect; nearly all actives have a fitted effect of over 55% in size
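Fibril formation assay: tau K18 P301L at 15 uM with trace Alexa 594 label, heparin inducer 20 uM, pH 7 sodium acetate buffer, 37 C for 6 hr; endpoint ThT signal.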
Luc counter – Counterscreen for Luciferase (Kinase-Glo TM) Inhibition. actives 0.28% (n = 200,000). Luciferin 4-monooxygenase (Photuris pensylvanica), Q27757. Potency, µM (highest dose often 38.3 µM), for the others: top-dose activity change, negative = inhibition, usual class: inhibitors. Kinase-Glo luciferase, ATP luminescence, 8 min; also: % is scaled to controls: 0 for no effect and ±100 for the full control effect; nearly all actives have a fitted effect of over 60% in size
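Recombinant Kinase-Glo luciferase, 10 uM ATP (linear range), luciferin; imidazole pH 7.2 / KCl / MgCl2 / Tween / BSA buffer; 8 min RT; luminescence.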
LMNA splice mod – qHTS Assay for Modulators of Lamin A Splicing | Potency, µM (titrated, usually from 46.1 µM), inactives show at the highest dose ratio change, negative = inhibition, actives largely listed as inhibitors | actives 0.01% (n = 200,000) | HeLa LMNA splicing GFP/RFP minigene ratio, 48 h; active = well fitted inhibition curve with a large enough effect in the signal ratio, with a control signal flat, not every such curve was filed as active; inconclusive = small, poorly fitted or top-dose-only effect, or effect the other way, or a change in a side signal; the % refers to the signal ratio; also: % is scaled to controls: 0 for no effect and ±100 for the full control effect
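S3 HeLa stable clones carrying a lamin A-EGFP splicing minigene plus DsRed2 were seeded at 600 cells/well in Opti-MEM with 2% FBS, pin-dosed and incubated 48 h at 37°C. Acumen cytometry (488 nm) gave the GFP/RFP total-intensity ratio.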
* hit, by the source's call; i = inactive; ? = inconclusive; . = not tested or not shown; & = joins results of further samples; [ ] = another dose, or the depositor's remark. Unless noted, calls follow the shape of the dose curve; as a rule, active = well fitted curve in the direction sought with a large enough effect; inconclusive = small, poorly fitted or top-dose-only effect, or another doubt; inactive = no such curve, though single readings can be large; an effect the other way counts as inactive or inconclusive. Potency is read from the fitted curve at half-maximal effect. These rows are one share of the data; count on the stated rates, not on these rows.

molecule,ALDH1A1 block,KDM4E inh,RECQ1 inh,SMN2 splice up,L3MBTL1 inh,Tau ThT inhib,Luc counter,LMNA splice mod
C[C@@H]1NCCc2cc(O)c(O)cc21,11%[20.9 µM],11µM*,-8%[25.9 µM],8%[20.6 µM],-1%,.,-1%[17.1 µM],-12%
O=C(c1ccccc1)c1cn(CC(=O)N2CCCc3ccccc32)c2ccccc12,?,-6%,-5%,.,.,-17%,3%,-9%
CC1CCCN(C(=O)c2ccc(N3CC4CC(C3)c3cccc(=O)n3C4)c([N+](=O)[O-])c2)C1 (centres undefined),7.9µM*,3%,-1%,?,3%,7%,-2%,-15%
Cc1ccc(-c2nc3ccc(C)cn3c2CC(=O)N(C)C)cc1,-71%,?,i,8%,.,-20%,-4%,?
CC(=O)OC1CCC23C(=O)OC45CCC(C6=CC(=O)OC6)C4(C)CCC2C5CCC3(O)C1 (centres undefined),1%,-3%,-1%,.,.,-8%,-2%,.
CSc1ccc(CN2CCN(C(=O)COc3ccc(C)cc3)CC2)cc1,-15%,?,-14%,-47%&-37%[inhibitor],11%,?,-4%,5%[46 µM]
NC(CCCP(=O)(O)O)C(=O)O (centres undefined),-2%,6%,-5%,-12%,.,-3%,-2%,?
COc1cccc(C2C([N+](=O)[O-])=C(N)Oc3c2c(=O)oc2ccccc32)c1 (centres undefined),9%,10%,i,-18%,.,-8%,-2%,10%
COC(=O)C1=C(N)OC(C)=C(C(C)=O)C12C(=O)N(C)c1ccccc12 (centres undefined),0%,5%,-14%,6%,1%,?,-1%,7%
CN1C(=O)[C@@H](NC(=O)c2cc3ccccc3[nH]2)N=C(c2ccccc2)c2ccccc21,6%,.,i,.,.,-9%,0%[39.9 µM],.
CC1(C)C(C(Cl)Cl)C2(Cl)C(Cl)C(Cl)C1(Cl)C2(Cl)Cl (centres undefined),0%,5%,-8%,-10%,.,-13%,-5%,-2%
c1ccc2nc3ccccc3cc2c1,?,.,i,.,.,?,-3%[39.9 µM],.
COc1ccc(C(=O)O)cc1OC,-9%,-7%,-11%,8%,.,0%,2%,.
O=P(O)(O)Cc1c(Cl)cccc1Cl,3%,2%,0%,6%,2%,9%,-1%,-2%
COc1ccc(C(=O)C2CCCN(Cc3ccc(C)s3)C2)cc1OC (centres undefined),-3%,-1%,i,.,-20%,-4%,2%,?
O=C1NC(=O)N(CCC2=CCCCC2)C(=O)/C1=C/c1cccs1,.,-8%,-13%,.,-27%,-5%,.,.
Cc1cc(Cl)ccc1OCC(=O)O,2%,5%,4%,-7%,13%,7%,0%,-3%
CSc1ccc(CN2CCN(Cc3ccccc3Cl)CC2)cc1,3%,-4%,-4%,-75%[inhibitor],-10%,5%,3%,.
O=P(c1ccccc1)(c1nc2ccccc2s1)N1CCOCC1 (centres undefined),-7%,1%,-5%,15%,.,-3%,-4%,13%
COc1cc(OC2CCN(C(C)=O)CC2)ccc1C(=O)N1CCC(N2C(=O)OCc3ccccc32)CC1,?,.,-3%,.,.,0%,-1%[39.9 µM],.
Nc1ncnc2c1ncn2[C@@H]1O[C@H](COP(=O)(O)OP(=O)(O)OP(=O)(O)O)[C@H]2OC3(O[C@H]21)C([N+](=O)[O-])=CC(=[N+]([O-])[O-])C=C3[N+](=O)[O-] (some centres undefined),?,.,21%,.,.,?,2.8µM*,.
c1ccc(N2CCC3(CCNCC3)CC2)nc1,?,.,-13%,-39%[inhibitor],.,.,-5%,.
Cc1cccc(C(=O)Nc2ccc(Cl)cc2C(=O)c2ccccc2)c1,-7%,-5%,i,-8%,-2%,-10%,0%,0%
c1ccc2c(CNC3CCCCC3)c[nH]c2c1,-2%,6%,-15%,-16%,.,-5%,-1%,?
CCN(CC)c1ncnc2c1ncn2[C@@H]1O[C@@H](COP(=O)(O)OP(=O)(O)C(Br)(Br)P(=O)(O)O)[C@H](O)[C@H]1O,-6%,?,-6%,.,.,1%,-1%,.
N#Cc1ccc(CN2CC3(CCNCC3)C2)cc1,9%,.,i,-8%,.,.,-4%,.
S=C(NC1CCCCC1)N1CCC(c2cnc[nH]2)CC1,-1%,9%&4%,-7%&12%&-10%,-27%&-11%,.,0%&-2%&-4%,-3%&-1%,-5%
O=c1[nH]c(=S)[nH]c(O)c1N=Nc1ccc(OC(F)F)cc1,8%,3%,-6%,13µM*,7%,4µM*,-17%,?
O=C(Oc1c(Br)cc(Br)c2cccnc12)N1CCCCC1,?,2%,14%,.,.,-10%,0%,.
CN(C)CCOC(=O)c1cn(Cc2ccccc2)c2ccccc12,?,-2%,-7%,-13%,-4%,-1%,-4%,0%
Cn1c(=O)cc(SCC(=O)N2CCC3(CC2)OCCO3)c2ccccc21,-5%,-1%,i,.,10%,-14%,.,2%
Cc1ccc(-n2c(O)c(C=NCc3cccnc3)c(=O)[nH]c2=O)cc1C,5%,9%,4%,-2%,3%,-3%,-3%,2%
O=C1CCCC2[C@@H]3CCCN4CCC[C@@H](CN12)C34 (some centres undefined),5%,-13%,-5%,.,.,0%,1%,.
Nc1c2c(nc3ccccc13)CCCC2=O,.,?,14%,.,9%,-4%,.,.
CCOC(C(=O)OCC(O)CN(CC)CC)(c1ccccc1)c1ccccc1 (centres undefined),6%,7%,-12%,-8%,7%,-8%,1%,?
CC(=O)CC(c1ccccc1[N+](=O)[O-])c1c(O)c2ccccc2oc1=O (centres undefined),.,4%,i,.,-9%,-12%,.,.
CCN1CCN(C(=O)Cc2coc3cc(C)cc(C)c23)CC1,3%,1%,i,8%,2%,-6%,-1%,-16%
CCN(N=Nc1nonc1OC)c1nonc1OC,?,-4%,-2%,-5%,2%,-6%,-5%,5%
O=C1CCC[C@H]2[C@H]3CCCN4CCCC(=CN12)[C@@H]34,0%,-16%,i,-5%,.,-3%,-3%,.
Brc1ccc(-c2nnc3sc(CN4CCN(c5ccccc5)CC4)cn23)cc1,6%,10%,-9%,-45%[inhibitor],.,-3%,3%,13%
C=CCn1c(O)c(/C=C2/C=CC=N2)c(=O)[nH]c1=O,-12%,-1%,11µM*,11%,3%,-12%,0%,?
C[C@H]1CC[C@]2(OC1)O[C@@H]1C[C@@H]3[C@@H]4CC[C@H]5C[C@@H](O)CC[C@]5(C)[C@@H]4CC(=O)[C@@]3(C)[C@H]1[C@@H]2C,1%[20.9 µM],-10%[25.5 µM],i,2%[20.6 µM],.,.,-2%[17.1 µM],?
C[C@]12CCC(=O)C=C1CC[C@@H]1[C@@H]2CC[C@@]2(C)[C@H]1CC[C@]2(C)O,6%,1%,-1%&1%,0%,.,-4%&-5%,4%[39.9 µM],.
Ic1ccccc1CNC1C2CCN(CC2)C1C(c1ccccc1)c1ccccc1 (centres undefined),6%,?,i,-29%,.,-16%,2%,?
COc1ccccc1OCCCn1cc(C(=O)C2CC2)c2ccccc21,17%,-19%,7%,.,4%,?,-5%,.
CCCN1CCc2cc(O)cc3c2C1Cc1ccc(O)c(O)c1-3 (centres undefined),?,?,-27%,-10%&-3%,.,16µM*,-9%,?
O=C(CN1CCOCC1)NCC(=O)Nc1ccc(Br)cc1C(=O)c1ccccc1,-3%,3%,i,14%,.,-1%,-5%,-1%
CCOc1ccc(-n2c(O)c(C=Nc3ccc(N(CC)CC)cc3)c(=O)[nH]c2=O)cc1,?,-6%,0%,21%,.,?,-2%,-1%
O=S(=O)(c1ccc(Cl)cc1)N1CCCCC1c1cccnc1 (centres undefined),9%,17%,-7%,-5%,-2%,-4%,0%,-12%[9.22 µM]
CC(=O)NC(Cc1ccc(N(CCCl)CCCl)cc1)C(=O)NC(C(=O)O)C(C)C (centres undefined),-14%,?,i,-11%,-4%,?,-4%,23%[46 µM]

Next structures follow:
molecule,ALDH1A1 block,KDM4E inh,RECQ1 inh,SMN2 splice up,L3MBTL1 inh,Tau ThT inhib,Luc counter,LMNA splice mod
CC(C)CC1C(C#N)=C(N)Oc2c1c(=O)oc1ccccc21 (centres undefined),?,?,-11%,-19%,.,-12%,-5%,-1%
Cc1cccnc1-n1c(C)nc2ccccc2c1=O,8%,-3%,4%,-10%,.,1%,0%,10%
CCC1(C)OC(c2ccccc2)=C/C(=C/C=C2C(=O)NC(=O)NC2=O)O1 (centres undefined),0%,9%,8.9µM*,0%,?,?,-19%,-19%[46 µM]
CCC(=O)Nc1cc(C(=O)N2CCC3(CC2)OCCO3)ccc1S(=O)(=O)c1ccc(C)cc1,-13%,4%,i,-7%,6%,-1%,-1%,-6%
Cc1cc(/C=C2\C(=O)NC(=O)N(c3ccc(F)cc3)C2=O)c(C)n1-c1cccc(C(=O)O)c1,?,-13%,3%,.,?,?,-8%,11%[9.22 µM]
